H9c2 TAG inh: triacylglycerol accumulation inhibition | AID 651582 | 230,000 tested, 0.66% active | inhibition, % at 12.5 µM | H9c2 cells, Nile Red lipid (TAG) fluorescence; cells loaded with 200 µM oleic acid;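 active means pattern-corrected inhibition of lipid staining of at least 50% with the nuclear-stain viability signal not falling by more than 50%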;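 further: 0% = DMSO wells and 100% = triacsin C control wells; some results filed as inactive read as strong as hits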
H9c2 TAG inh DAPI viability: recorded beside H9c2 TAG inh, whose call it bears; DAPI nuclei signal change (viability), lower = more cytotoxic, %;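 whole-well DAPI fluorescence read on a plate reader as a viability signal; minus 50 percent equals half of cells still viable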
An asterisk follows results filed as active; & = joins results of further samples.

SMILES	H9c2 TAG inh	H9c2 TAG inh DAPI viability
O=C1C=C(c2ccc(Cl)cc2)OC2(CCCC2)O1	-21	1
COc1ccc(C2SCC(=O)N2c2c(C)n(C)n(-c3ccccc3)c2=O)cc1 (stereo not given)	4	3
CCCCC1(C)NC(=O)N(CC(=O)Nc2ccc(S(=O)(=O)N3CCOCC3)cc2)C1=O (stereo not given)	-1	3
Cc1nn(Cc2cccc(F)c2)c(C)c1NC(=O)c1c(Cl)cnn1C	-3	4
COCc1ccc(CN2CCCC(CO)(Cc3cccc(OC)c3)C2)o1 (stereo not given)	-7	-2
COC(=O)C1=C(NC(=O)c2ccccc2C)CCS1	1	8
O=C(Nc1ccc2c(c1)OCCO2)N1CCN(c2ccccc2)CC1	-17	-4
C#CCOCCOCCOCCNc1nc(N2CCN(C(=O)CCCCCCCCCCNC(=O)Cn3cc(C[C@@H](C)O)nn3)CC2)nc(N2CCN(C(=O)CCCCCCCCCCNC(=O)[C@H](CCCN=C(N)N)n3cc(C[C@@H](C)CC)nn3)CC2)n1	-50	11
Cc1cc(C)c(C)c(S(=O)(=O)NCc2ccc(C(=O)N3CCCCC3)cc2)c1C	6	-14
Cc1cc(C(=O)CSc2nnnn2-c2ccccc2)c(C)n1CC1CCCO1 (stereo not given)	17	4
COCCn1c(SCC(=O)N(C)c2ccccc2)nc2c([nH]c3ccccc32)c1=O	-8	-2
O=C(Nc1ccc2c(c1)OCCO2)c1oc2ccccc2c1NC(=O)C1CC1	12	0
Cc1ccc(NC(=O)C2CCN(S(=O)(=O)c3ccc4c(c3)C(C)(C)C(=O)N4C)CC2)c(C)c1	-8	-6
Cc1cc(C)cc(NC(=O)COC(=O)Cn2cnc3c2c(=O)n(C)c(=O)n3C)c1	0	-3
COCC(C)n1c(SCC(=O)NCCC2=CCCCC2)nc2ccccc2c1=O (stereo not given)	9	9
CN1CCN(CCNC(=O)c2ccc(CS(=O)c3ccc(Br)cc3)o2)CC1 (stereo not given)	12	-1
CCc1nc(N2CCN(S(C)(=O)=O)CC2)c2c3c(sc2n1)CCCC3	15	-1
O=C(CSc1nnc(-c2cccs2)n1C1CC1)NC1CCS(=O)(=O)C1 (stereo not given)	-2	0
O=C(OCc1nc2ccsc2c(=O)[nH]1)c1cccc(S(=O)(=O)N2CCOCC2)c1	-1	6
Cc1c(NC(=O)NC2CCCCC2)cccc1[N+](=O)[O-]	0	10
COc1ccc(NC(=O)C2=NNC(=O)CC2)cc1S(=O)(=O)N1CCCCC1	12	-12
COc1cc(/C=C/CN2CCC(C(=O)NC(c3ccc(F)cc3)c3ccc4ccccc4n3)CC2)ccc1OC(C)=O (stereo not given)	54*	-0.5*
Cc1cc(S(=O)(=O)Nc2ccc(C(=O)NCC(c3ccco3)N3CCCC3)cc2)ccc1F (stereo not given)	1	8
COc1ccc(/C=N/NC(=O)c2cccnc2)cc1CN1CCN(c2ccc(F)cc2)CC1	11	-17
CCN1CCN(C(CNS(=O)(=O)c2cccs2)c2cccnc2)CC1 (stereo not given)	-1	62
Cc1ccccc1OCc1nc(-c2ccc(NC(=O)c3ccc4c(c3)OCO4)cc2)no1	34	-4
O=C(Nc1ccncc1)Nc1cccc(C(F)(F)F)c1	5	3
CC(C)N1C(=S)SC2CS(=O)(=O)C=C21 (stereo not given)	-13	4
NS(=O)(=O)c1cc2c(cc1Cl)NC(CSCc1ccccc1)=NS2(=O)=O	12	-6
O=C(O)CCN1C(=O)C2C3CC(C2C1=O)C1C(c2ccccc2)c2sc(=O)[nH]c2SC31 (stereo not given)	0	2
CCN(C(=O)c1cc2c(=O)[nH]c3ccc(C)cc3c2s1)c1ccccc1F	-3	1
Cc1c(O)c2ccccc2oc1=O	-1	2
c1coc(CNC2CCCCCCC2)c1	5	1
O=C(C1CCN(S(=O)(=O)c2ccccc2)CC1)N1CCN(c2ccccc2F)CC1	2	6
O=C(CN1CCCC1)N1CCN(c2ccccc2)CC1	-6	6
O=C(CCN1C(=O)C2C3C=CC(C3)C2C1=O)Nc1c(F)cccc1F (stereo not given)	0	8

Single records, as listed above:
NS(=O)(=O)c1cc2c(cc1Cl)NC(CSCc1ccccc1)=NS2(=O)=O as listed: H9c2 TAG inh = 12; H9c2 TAG inh DAPI viability = -6
Cc1c(O)c2ccccc2oc1=O as listed: H9c2 TAG inh = -1; H9c2 TAG inh DAPI viability = 2

Remaining list, next part:
SMILES	H9c2 TAG inh	H9c2 TAG inh DAPI viability
COc1ccc(-c2c3c([nH]c(=S)c2C#N)CCC3)cc1	-30	5
O=C(CC1NC2CCCCC2NC1=O)Nc1ccc2c(c1)OCO2 (stereo not given)	-12	12
Cc1cccc(NC(=O)c2cccnc2Cl)n1	8	3
CCOc1ccc(C(=O)NC(Cc2ccccc2)C(=O)OC)cc1 (stereo not given)	-9	4
COc1ccc(CNC(=O)COC(=O)c2ccc3ncsc3c2)cc1OC	-6	8
Cc1cc(C)nc(NC2=NCC(=O)N2c2ccccc2)n1	-10	-9
COc1ccc(NC(=O)C2CCC2)cc1S(=O)(=O)Nc1cc(C)ccc1Br	15	65
S=C(Nc1ccc(N2CCOCC2)cc1)Nc1ccc2snnc2c1	-1	10
CN(C(=O)COC(=O)Cc1ccccc1[N+](=O)[O-])C1CCS(=O)(=O)C1 (stereo not given)	14	-2
COc1cc2c(cc1OC)C(C(=O)Nc1cccc(C)n1)C(c1cccnc1)N(C)C2=O (stereo not given)	19	-4
COc1ccc(NC(=O)Cc2coc3cc(C)ccc23)cn1	24	-16
O=C(NCc1cccnc1)C1CCCN(S(=O)(=O)c2ccc(Br)cc2)C1 (stereo not given)	-5	-9

Fetched by structure from above (3):
SMILES	H9c2 TAG inh	H9c2 TAG inh DAPI viability
Cc1nn(Cc2cccc(F)c2)c(C)c1NC(=O)c1c(Cl)cnn1C	-3	4
O=C(CCN1C(=O)C2C3C=CC(C3)C2C1=O)Nc1c(F)cccc1F (stereo not given)	0	8
COc1ccc(NC(=O)C2CCC2)cc1S(=O)(=O)Nc1cc(C)ccc1Br	15	65

Additional results.
SMILES	H9c2 TAG inh	H9c2 TAG inh DAPI viability
Cc1cccc(NCCC(=O)c2ccc([N+](=O)[O-])cc2)c1C	-2	4
S=C(NCCc1ccccc1)NCC(c1ccco1)N1CCCCC1 (stereo not given)	-3	13
O=S(=O)(NCc1cccnc1)c1ccc(Br)s1	0	11
COc1ccc(OC)c2sc(Cl)nc12	1	-4
Cc1ccc(OCC(O)Cn2c(NCCc3ccccc3)nc3c2c(=O)[nH]c(=O)n3C)cc1 (stereo not given)	3	-3
Cc1ccc2nc(N(CCCN(C)C)C(=O)c3ccco3)sc2c1	3	15
CCn1c(=O)c(C(=O)NCc2ccc3c(c2)OCO3)c(O)c2ccccc21	-3	-11
O=C(O)c1ccc(S(=O)(=O)c2ccc3c(c2)C(=O)N(NC(=O)c2ccccc2)C3=O)cc1	-5	-5
CCOCCCn1c(=S)[nH]c2cc(C(=O)NCCCN(CC)CC)ccc2c1=O	-2	5
Cc1ccc(S(=O)(=O)N2CCCCC2)cc1NC(=O)CSc1nnc(C2CC2)n1N	0	-5
CC(C)Oc1nc(-c2ccc(Cl)cc2)nc2ccccc12	0	1
COC(=O)c1ccc(NC(=O)c2cc(-c3ccncc3)nc3ccccc23)cc1	16	-4

Quoted from the listing for reference:
SMILES	H9c2 TAG inh	H9c2 TAG inh DAPI viability
CCOCCCn1c(=S)[nH]c2cc(C(=O)NCCCN(CC)CC)ccc2c1=O	-2	5
Cc1ccc(S(=O)(=O)N2CCCCC2)cc1NC(=O)CSc1nnc(C2CC2)n1N	0	-5
CC(C)Oc1nc(-c2ccc(Cl)cc2)nc2ccccc12	0	1
COC(=O)c1ccc(NC(=O)c2cc(-c3ccncc3)nc3ccccc23)cc1	16	-4

Next section:
SMILES	H9c2 TAG inh	H9c2 TAG inh DAPI viability
Cc1ccc(NC(=O)c2cnccn2)cc1S(=O)(=O)N1CCCCCC1	0	-3
O=C(O)c1ncc(Cl)c(Cl)c1Cl	-4&-7	7&12
Cc1occc1-c1nnc(SCC(=O)c2c(N)n(C3CC3)c(=O)[nH]c2=O)n1C	-5	12
O=[N+]([O-])c1cccn2cc(-c3ccc(Br)cc3)nc12	12	1
COc1ccccc1C(CNC(=O)C(C)(C)Oc1ccc(Cl)cc1)N1CCCC1 (stereo not given)	8	1
O=C(CCCOC(=O)c1cccnc1Cl)c1ccc(Br)cc1	12	-1
Cc1oc(C)c(C(=O)O)c1COc1ccc(C(=O)O)cc1	0	-14
CC(=O)NC(CC(=O)OC(C)C(=O)Nc1ncc(Cl)cc1Cl)c1ccccc1 (stereo not given)	-11	-2
Cc1nc([N+](=O)[O-])cn1CCCCN1C(=O)c2ccccc2C1=O	7	-8
COc1ccc(/C=N/NC(=O)c2ccc(Br)cc2)cc1CN1CCOCC1	0	8
CCOc1ccc(NC(=O)c2ccccc2NC(=O)CN(C)CC(=O)Nc2ccc(C)cc2)cc1	24	10
C=C1[C@@H](O)[C@H](Cc2ccccc2)N(Cc2ccccc2Br)S1(=O)=O	6	5
COC(=O)c1ccc2nc(NC(=O)CCS(=O)(=O)c3ccccc3)sc2c1	13	-4
Cc1ccc(C2=NN(C(=O)CN3C(=O)c4ccccc4S3(=O)=O)C(c3ccco3)C2)cc1 (stereo not given)	10	-1
CCOC(=O)C1(CCOC)CCN(C/C=C/c2ccccc2OC)CC1	-10	1
O=C(c1cccc(S(=O)(=O)N2CCCC2)c1)N1CCN(S(=O)(=O)c2cccc(Cl)c2)CC1	-4	-1
N#Cc1ccccc1S(=O)(=O)N1CCC(C(=O)Nc2cccc(C(=O)NC3CC3)c2)CC1	-1	4
Cc1ccccc1C(=O)Nn1cnnc1	-12	2
CC1(c2nnc(-c3cccc(Cl)c3)o2)CC(c2ccc(Cl)cc2)=NO1 (stereo not given)	1	-10
Cc1cc(C)c2c(=O)n3c(nc2c1)C(Cc1ccc(O)cc1)NC(=O)c1cc2ccccc2cc1-3 (stereo not given)	35	-12
O=C1CCCc2oc3c(cc(NS(=O)(=O)c4ccc5c6c(cccc46)C(=O)N5)c4ccccc43)c21	2	4
Cc1ccc(CN(C)C(=O)c2ccccc2Oc2ccccc2)o1	-7	7
COc1ccc(NC(=O)CNC(=O)Cc2cccc3ccccc23)cc1	-20	5
CC12CCC(=O)C=C1CCC1C2C(O)CC2(C)C1CCC2(O)C(=O)COC(=O)COCC(=O)O (stereo not given)	28	8
CCOc1ccccc1NC(=O)Nc1cccc(S(N)(=O)=O)c1	-7	1
O=[N+]([O-])c1ccc(Sc2ccccc2Cl)nc1	-50	-9
C=CC(=O)N1C/C(=C/c2ccc(F)cc2)C(=O)/C(=C\c2ccc(F)cc2)C1	78*	-48*
CCOc1ccc(OCCCC(=O)NCCc2ccc(OC)cc2)cc1	7	12
O=C(CSc1ccccc1)NCCc1ccccc1	-3	-7
COc1ccccc1-c1cn[nH]c(=S)n1	3	-5
Nc1c(C(=O)Nc2ccccc2)c2nc3ccccc3nc2n1CCCN1CCOCC1	83*	40*
C[C@H](O)C#Cc1ccc2c(c1)O[C@@H](CN(C)Cc1ccc(-c3ccccc3)cc1)[C@H](C)CN([C@@H](C)CO)S2(=O)=O	64*	-8.7*

Structures shown so far that have a COOH group:
SMILES	H9c2 TAG inh	H9c2 TAG inh DAPI viability
O=C(O)CCN1C(=O)C2C3CC(C2C1=O)C1C(c2ccccc2)c2sc(=O)[nH]c2SC31 (stereo not given)	0	2
O=C(O)c1ccc(S(=O)(=O)c2ccc3c(c2)C(=O)N(NC(=O)c2ccccc2)C3=O)cc1	-5	-5
O=C(O)c1ncc(Cl)c(Cl)c1Cl	-4&-7	7&12
Cc1oc(C)c(C(=O)O)c1COc1ccc(C(=O)O)cc1	0	-14
CC12CCC(=O)C=C1CCC1C2C(O)CC2(C)C1CCC2(O)C(=O)COC(=O)COCC(=O)O (stereo not given)	28	8

Source: PubChem BioAssay

These rows are one share of the data, so the mix of outcomes need not match the whole.
